A3A deaminase = blocks human APOBEC3A ssDNA deamination; P31941; recombinant A3A, FAM/TAMRA ssDNA deamination fluorescence; inhibition, % at 20 µM; 330,000 tested, 0.41% active; AID 493011;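 active = at least 40% inhibition at 20 µM here, with at most 30% in a related deaminase screen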;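 note: plate controls were A3A with DMSO for no effect and wells lacking A3A enzyme for full effect; some results filed as inactive read as strong as hits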
Target sequence (P31941 whole entry, looked up): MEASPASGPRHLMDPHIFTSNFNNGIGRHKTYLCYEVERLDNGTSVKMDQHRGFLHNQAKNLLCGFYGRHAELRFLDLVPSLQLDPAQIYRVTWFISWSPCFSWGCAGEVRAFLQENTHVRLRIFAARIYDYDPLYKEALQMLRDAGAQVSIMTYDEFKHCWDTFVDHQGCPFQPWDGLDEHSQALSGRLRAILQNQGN
ATG4B inhibitor = ATG4B (human) cysteine protease inhibition; Q9Y4P1; ATG4B cleavage of LC3-PLA2, NBD-HPC fluorescence, 1 h; inhibition, % at 8.33 µM; 340,000 tested, 0.51% active; in the data active = inhibition above about 40%
Target sequence (Q9Y4P1 whole entry, looked up): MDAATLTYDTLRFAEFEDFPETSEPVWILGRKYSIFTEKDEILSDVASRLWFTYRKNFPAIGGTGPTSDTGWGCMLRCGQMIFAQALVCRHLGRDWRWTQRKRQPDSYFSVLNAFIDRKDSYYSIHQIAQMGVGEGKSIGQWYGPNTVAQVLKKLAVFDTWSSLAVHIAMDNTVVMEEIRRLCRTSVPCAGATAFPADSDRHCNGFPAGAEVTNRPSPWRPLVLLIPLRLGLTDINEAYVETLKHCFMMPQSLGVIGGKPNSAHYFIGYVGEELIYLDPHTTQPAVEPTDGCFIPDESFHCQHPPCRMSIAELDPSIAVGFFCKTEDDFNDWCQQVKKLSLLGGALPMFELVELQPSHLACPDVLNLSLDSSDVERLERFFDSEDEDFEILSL
mIAP act = mouse IAP activation; muIAP, CDP-Star luminescence, 30 min; active compounds read high; 1 = vehicle-only enzyme signal, 0 = enzyme-free wells; activation factor at 10 µM; 330,000 tested, 0.24% active;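 active = activation factor of at least 2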; note: the source names both 10 and 20 µM as test concentration; values of inactives mirror those of a sister screen read the other way
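Assay system: mouse IAP enzyme / Compound: DMSO-dissolved test compounds / Timing: 30 min, room temperature / Measured by: luminescence from enzymatic CDP-Star hydrolysis / Control set: DMSO-only wells, enzyme-free buffer wells as negative control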
MPTP inh = permeability transition pore inhibition; isolated mouse mitochondria, Ca2+ swelling absorbance, 30 min; inhibition, % at 10 µM; 360,000 tested, 1.4% active; AID 602449;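 active = inhibition of 50% or more, scaled per plate between neutral and stimulator controls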;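 note: 0% = DMSO wells given calcium and 100% = 1 mM EGTA wells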
beta cell repl = MIN6 beta-cell proliferation induction; MIN6 cells proliferation, ATPlite luminescence, 48 h; cells starved in 0.2% serum; 100% = growth in 10% serum; proliferation, % at 10 µM; 330,000 tested, 0.29% active;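 active = compounds whose signal lies at least 3.5 SD above the mean of all wells on their plate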;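 note: 0% = DMSO-treated cells in low-serum medium and 100% = 10% serum control; some compounds called inactive have numbers as strong as hits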
mIAP inh = blocks mouse intestinal alkaline phosphatase; inhibition, % at 10 µM; purified mouse IAP, CDP-Star luminescence, 30 min; 330,000 tested, 0.2% active;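 active = inhibition of at least 40% at 10 µM in the primary screen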;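 note: plate controls were DMSO with enzyme for no effect and no enzyme wells for full effect; values of inactives mirror those of a sister screen read the other way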
APOBEC3G inh = inhibitors of human APOBEC3G DNA deaminase; Q9HC16; recombinant A3G, ssDNA deamination FAM/TAMRA fluorescence; inhibition, % at 20 µM; 330,000 tested, 0.28% active; AID 493012;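 active = inhibition of at least 40% at 20 µM, with no more than 30% in the related APOBEC3A deaminase screen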;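 note: plate controls were DMSO wells with A3G for no effect and wells lacking A3G enzyme for full effect; some compounds called inactive have numbers as strong as hits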
Target sequence (Q9HC16 whole entry, looked up): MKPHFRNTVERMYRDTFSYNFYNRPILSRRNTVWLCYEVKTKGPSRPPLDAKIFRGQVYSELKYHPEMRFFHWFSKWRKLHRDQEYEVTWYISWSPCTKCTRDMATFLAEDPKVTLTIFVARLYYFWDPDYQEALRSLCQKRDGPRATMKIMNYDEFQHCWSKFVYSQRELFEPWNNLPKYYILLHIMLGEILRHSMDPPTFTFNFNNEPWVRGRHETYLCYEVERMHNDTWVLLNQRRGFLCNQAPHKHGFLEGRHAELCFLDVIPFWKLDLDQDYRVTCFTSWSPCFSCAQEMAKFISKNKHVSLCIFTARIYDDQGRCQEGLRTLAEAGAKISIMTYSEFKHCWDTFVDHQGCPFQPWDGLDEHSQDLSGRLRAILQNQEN
hIAP inh = blocks human intestinal alkaline phosphatase. purified IAP, CDP-Star luminescence, 30 min. inhibition, % at 10 µM. 330,000 tested, 0.12% active;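 active = inhibition reaching a set limit with compound at 10 µM in the primary screen, cut at about 35% in these data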;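 note: plate controls were DMSO wells with enzyme for no effect and no-enzyme buffer wells for full effect; values of inactives mirror those of a sister screen read the other way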
hIAP act = increases human intestinal alkaline phosphatase activity; 330,000 tested, 0.16% active; AID 2524; purified human IAP, CDP-Star luminescence, 30 min; active compounds read high; 1 = vehicle-only enzyme, 0 = enzyme-free background; activation factor at 10 µM;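 active = activation factor of the enzyme at least 2-fold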; note: the source names both 10 and 20 µM as test concentration; values of inactives mirror those of a sister screen read the other way
* marks the source's active call; other numbers are inactive results. The order is random; about 3.3% have a hit in one of these screens.

SMILES	A3A deaminase	ATG4B inhibitor	mIAP act	MPTP inh	beta cell repl	mIAP inh	APOBEC3G inh	hIAP inh	hIAP act
CN1CC(c2ccccc2)C(c2ccc(Cl)cc2)=N1 (configuration not stated)	-4.8	-2.6	1.02	1.5	0.7	-2.1	-6.5	-5.9	1.06
CCOC(=O)NCc1ccc(CNC(=O)OCC)cc1	0.2	8.7	1.06	-2.7	-3.2	-6.1	-2.1	-8.7	1.09
COc1cccc(/C=N/n2c(C)nc3ccccc32)c1OC	-0.6	0.9	1.02	5.9	-2.1	-2.0	-1.1	8.4	0.916
CC(C)COC(=O)N1CC(O)CC1C(=O)Nc1ccc2c(c1)OCO2 (configuration not stated)	53.5*	-4.5	1.02	-0.5	-5.4	-2.2	23.1	10.5	0.895
CCN1C(=O)N(C(C)=O)C2C1N(C(C)=O)C(=O)N2C(C)=O (configuration not stated)	-2.8	-7.2	1.01	-0.1	-0.5	-0.6	-2.9	7.6	0.924
COc1ccccc1C(=O)Nc1onc(C)c1C#N	-0.4	-5.0	0.898	-0.1	-0.4	10.2	-2.1	-1.9	1.02
COC(=O)CCc1cccc(CCC(=O)OC)c1	-2.0	-7.8	1.01	1.3	2.7	-0.6	-4.9	17.2	0.828
Cc1ccccc1NS(=O)(=O)c1ccc(NS(=O)(=O)c2cccs2)cc1	3.0	1.5	0.949	0.8	0.0	5.1	-5.9	4.9	0.951
Cc1nc(NC(=O)c2cc3ccccc3o2)ccc1Br	-1.7	7.9	0.972	1.1	4.2	2.8	-5.3	-1.7	1.02
CCCCN(C(=O)CSCC(=O)Nc1ccc(OC)cc1)c1c(N)n(Cc2ccccc2)c(=O)[nH]c1=O	0.6	0.8	1.01	-0.1	-3.0	-1.2	-6.7	-17.6	1.18
CCCc1c(C)c2ccc(OCC(C)=O)cc2oc1=O	-1.3	-9.6	1.13	-2.3	-1.1	-13.4	-2.7	1.8	0.982
Cc1cc(C)cc(N(CC(=O)NC2CCCCC2)C(=O)c2ccc(C)s2)c1	-4.3	3.4	1.05	0.2	-0.9	-4.6	-9.3	-0.8	1.01
Cc1cc(NC(=O)C(C)SCC(=O)Nc2ccccc2N2CCCC2)no1 (configuration not stated)	-3.4	2.1	0.936	0.6	-3.9	6.4	-2.9	-8.2	1.08
Cc1[nH]n(-c2ccccc2)c(=O)c1N=Nc1cccc(Cl)c1	-4.9	2.7	1.05	1.0	1.0	-5.0	-3.0	-16.0	1.16
COc1ccc(OC)c(NC(=O)c2nnn(Cc3ccccc3C)c2N)c1	0.0	60.3*	1.09	5.8	-2.5	-9.2	-3.1	-4.8	1.05
CC(=O)N(C)c1ccc(OCC(O)Cn2c3ccc(Cl)cc3c3cc(Cl)ccc32)cc1 (configuration not stated)	-1.8	-24.4	0.99	0.6	-3.4	1.0	-1.3	-3.5	1.03
NC(=O)NC(Cc1ccccc1)c1ccccc1 (configuration not stated)	3.2	6.0	1.03	-1.9	0.4	-3.3	3.6	-6.6	1.07
COc1ccc(OC)c(NC(=O)N2CCc3ccccc3C2)c1	-1.3	-8.7	1.03	0.6	-1.3	-2.8	13.0	23.8	0.762
CCCCN(C(=O)c1cc2ccccc2o1)c1c(N)n(CCCC)c(=O)[nH]c1=O	0.3	-3.9	1	0.2	-3.0	-0.4	-3.9	3.9	0.961
COc1ccccc1OCCNC(=O)c1cccc(S(=O)(=O)N2CCN(C)CC2)c1	-2.0	6.3	0.943	-0.7	2.4	5.7	-5.1	2.4	0.976
Cc1nc(-c2nc(-c3c(C(=O)NNC(=O)c4ccc(Cl)cc4)noc3C)cs2)cs1	-0.6	-1.1	0.907	0.7	-4.0	9.3	-3.5	-71.9	1.72
O=C(NCC(c1ccco1)N1CCCC1)c1cccc(NS(=O)(=O)c2ccccc2)c1 (configuration not stated)	-4.1	-3.1	0.963	-3.4	-0.4	3.7	-7.0	13.8	0.862
CCn1nc(C)c(NC(=O)CCSc2nc(-c3ccco3)cc(C(F)(F)F)n2)c1C	-0.8	-7.4	0.937	1.5	-2.1	6.3	-3.0	4.5	0.955
O=C(c1cn2ccccc2n1)N1CCc2c([nH]c3ccccc23)C1c1ccccn1 (configuration not stated)	-4.1	-13.7	0.989	-0.8	-0.9	1.1	-8.0	6.4	0.936
O=C(CSc1nnc(-c2ccccc2O)n1-c1ccccc1)Nc1cccc(C(=O)O)c1	0.5	-0.6	0.968	-1.3	-1.2	3.2	-4.7	-20.8	1.21

ATG4B inhibitor, entries above that show a hit
molecule	A3A deaminase	ATG4B inhibitor	mIAP act	MPTP inh	mIAP inh	APOBEC3G inh	hIAP inh	hIAP act
COc1ccc(OC)c(NC(=O)c2nnn(Cc3ccccc3C)c2N)c1	0.0	60.3*	1.09	5.8	-9.2	-3.1	-4.8	1.05

The listing continues:
SMILES	A3A deaminase	ATG4B inhibitor	mIAP act	MPTP inh	beta cell repl	mIAP inh	APOBEC3G inh	hIAP inh	hIAP act
CCCC(C(=O)Nc1ccc(S(=O)(=O)N2CCCC2)cc1)c1ccccc1 (configuration not stated)	1.8	-14.0	1.41	1.4	-1.1	-40.8	-9.4	-7.5	1.07
COc1ccc(C(=O)CSc2nnc(-c3cc(C)cc(C)c3)o2)cc1	-2.0	-15.0	0.947	1.3	-0.6	5.3	-4.2	19.5	0.805
CC(=O)Nc1ccc2c(c1)nc(CCNC(=O)c1ccccc1)n2C	-2.0	-7.8	1.07	-0.2	-3.2	-7.5	-4.6	4.8	0.952
Cc1noc(C)c1COC(=O)CNC(=O)c1ccc(Cl)cc1	-2.0	-18.8	1.06	-1.6	4.5	-6.3	-7.7	0.1	0.999
COc1ccc(CC(=O)Nc2ccc3nc(C)sc3c2)cc1OC	3.2	2.5	1.07	1.4	-3.5	-7.5	-2.7	-2.2	1.02
c1ccc(Oc2ccc(-c3ccnc4ncnn34)cc2)cc1	0.3	6.2	0.935	1.8	1.2	6.5	-2.3	0.0	1
CC(C)C[C@H](NC(=O)c1[nH]cnc1C(=O)N[C@@H](C)C(=O)OCc1ccccc1)C(=O)OCc1ccccc1	-1.6	-2.2	0.965	0.7	-6.1	3.5	-6.0	-27.0	1.27
CCCC(=O)Nc1c(-c2ccc(OC)cc2)c(=O)c2ccccc2n1C	-1.7	1.6	1.02	-2.6	1.9	-2.5	-3.4	3.2	0.968
COc1ccc(-c2cc(C)no2)cc1S(=O)(=O)NCC1CCN(Cc2cc(C)ccc2C)CC1	-3.3	-21.2	0.88	2.6	-7.7	12.0	-6.1	-5.6	1.06
CCOC(=O)c1c(CN2CCCCC2)oc2ccc(O)cc12	-1.8	-8.4	0.954	-0.9	-1.4	4.6	-6.0	-6.1	1.06
CCCCn1c(/N=C/c2cc(OC)ccc2O)nc2ccccc21	-2.3	-3.6	1.02	0.0	-1.5	-1.8	-3.6	8.7	0.913
Cc1cccc2cc(C#N)c(SCC(=O)NCC3CCCO3)nc12 (configuration not stated)	-5.1	-6.4	1.14	0.8	-1.2	-14.0	-6.1	-1.5	1.01
CC(=O)c1ccc(N=Nc2c(C)[nH]n(-c3ccccc3)c2=O)cc1	-2.7	3.8	0.884	3.2	-3.6	11.6	-8.1	-26.9	1.27
COc1ccc(C(=O)NC2CCN(C(=S)Nc3ccccc3)CC2)cc1	-2.2	15.7	1.04	-1.2	3.7	-4.2	-3.8	1.8	0.982
O=c1[nH]c(/C=C\c2cccs2)nc(O)c1[N+](=O)[O-]	1.7	-3.5	0.975	-0.7	-2.9	2.5	-4.6	16.0	0.84
CCOc1cc([N+](=O)[O-])cc(/C=N/NC(=O)c2c(-c3ccccc3)noc2C)c1O	-0.6	-5.8	0.754	-0.1	-5.0	24.6	-3.7	-45.0	1.45
CC(C)(CO)NC(=S)NCc1ccco1	4.9	-2.6	0.739	0.8	3.7	26.1	4.9	14.4	0.856
COc1cccc(CC(=O)OC(C)C(=O)Nc2ccc(Cl)cn2)c1 (configuration not stated)	-1.7	0.7	1.02	-0.1	3.1	-1.9	-6.7	12.3	0.877
COC(CNC(=O)c1ccc2c(c1)ncn2-c1cccc(F)c1)OC	0.5	-8.1	0.931	0.5	0.8	6.9	-0.3	15.2	0.848
C=CCN(CC=C)C(=O)c1ccccc1NC(=O)c1ccccc1C	-5.0	-4.7	1.13	-0.6	-1.3	-13.4	0.0	-27.2	1.27
COCCn1c(SCc2cccc([N+](=O)[O-])c2)nc2ccccc2c1=O	-1.0	-1.3	0.978	-1.3	-6.5	2.2	-4.5	3.3	0.967
C/C=C/C(=O)NCCc1ccc(OC)c(OC)c1	-3.5	-6.3	0.974	0.7	-4.0	2.6	-5.5	-3.9	1.04
COc1ccc(C(CC(=O)Nc2nccs2)C(C)C)cc1 (configuration not stated)	-5.4	9.9	0.967	0.5	0.7	3.3	-8.1	-9.7	1.1
CNCCCCOc1ccc(C(C)(C)C)cc1Cl	-2.1	6.5	1.05	36.9	-4.9	-4.9	-6.8	-12.4	1.12
COc1ccc(-n2nnc3c(SCC(=O)OCc4ccccc4)ncnc32)cc1	0.4	-6.6	0.937	3.2	-2.5	6.3	-3.8	-3.7	1.04
CCn1cc2c(c1-c1cccc(C)c1)c(=O)n(C)c(=O)n2C	-2.4	0.3	1	0.2	0.6	0.0	-4.4	13.0	0.87
CC(C(=O)N1c2ccccc2CC1C)N1CCN(S(=O)(=O)c2ccccc2F)CC1 (configuration not stated)	-4.9	-3.5	1.07	0.7	1.3	-6.6	-9.2	-18.5	1.19
CCOc1ccccc1NC(=O)CSC1=C(C#N)C(c2ccco2)C(C(=O)Nc2nc3ccccc3s2)=C(C)N1 (configuration not stated)	1.2	0.9	0.862	1.1	0.0	13.8	-3.4	20.6	0.794
Cc1ccccc1NC(=O)CSc1nc2n(n1)CCCCC2	-3.5	7.9	0.944	-0.4	0.0	5.6	-6.8	-3.0	1.03
COc1ccc(/C=C/c2nc(-c3ccccc3)cc(=O)[nH]2)cc1	4.3	-3.8	1.05	2.9	-0.4	-5.0	-0.3	-0.7	1.01

3 compounds out of the list above, ordered by the number in APOBEC3G inh, smallest number first.
Structure	A3A deaminase	ATG4B inhibitor	mIAP act	MPTP inh	mIAP inh	APOBEC3G inh	hIAP inh	hIAP act
Cc1noc(C)c1COC(=O)CNC(=O)c1ccc(Cl)cc1	-2.0	-18.8	1.06	-1.6	-6.3	-7.7	0.1	0.999
COc1ccc(/C=C/c2nc(-c3ccccc3)cc(=O)[nH]2)cc1	4.3	-3.8	1.05	2.9	-5.0	-0.3	-0.7	1.01
CC(C)(CO)NC(=S)NCc1ccco1	4.9	-2.6	0.739	0.8	26.1	4.9	14.4	0.856

4 neighbouring records out of the list so far, quoted:
SMILES	A3A deaminase	ATG4B inhibitor	mIAP act	MPTP inh	beta cell repl	mIAP inh	APOBEC3G inh	hIAP inh	hIAP act
CN1CC(c2ccccc2)C(c2ccc(Cl)cc2)=N1 (configuration not stated)	-4.8	-2.6	1.02	1.5	0.7	-2.1	-6.5	-5.9	1.06
CCOC(=O)NCc1ccc(CNC(=O)OCC)cc1	0.2	8.7	1.06	-2.7	-3.2	-6.1	-2.1	-8.7	1.09
COc1cccc(/C=N/n2c(C)nc3ccccc32)c1OC	-0.6	0.9	1.02	5.9	-2.1	-2.0	-1.1	8.4	0.916
CC(C)COC(=O)N1CC(O)CC1C(=O)Nc1ccc2c(c1)OCO2 (configuration not stated)	53.5*	-4.5	1.02	-0.5	-5.4	-2.2	23.1	10.5	0.895
